Screening results as filed in PubChem.
D3 antag = D3 dopamine receptor (human) antagonism; D3R cells, DiscoveRx beta-arrestin luminescence, antagonist mode; active compounds read low; max response, negative = inhibition, %; 2.5% of 360,000 active; AID 652054; in the data active = max response below about -50%; inconclusive = no clear call, values can overlap the other calls; also: % is scaled to controls: 0 for no effect and ±100 for the full control effect; mostly tested at two doses, the higher about 12 µM
Target sequence (P35462 whole entry, looked up): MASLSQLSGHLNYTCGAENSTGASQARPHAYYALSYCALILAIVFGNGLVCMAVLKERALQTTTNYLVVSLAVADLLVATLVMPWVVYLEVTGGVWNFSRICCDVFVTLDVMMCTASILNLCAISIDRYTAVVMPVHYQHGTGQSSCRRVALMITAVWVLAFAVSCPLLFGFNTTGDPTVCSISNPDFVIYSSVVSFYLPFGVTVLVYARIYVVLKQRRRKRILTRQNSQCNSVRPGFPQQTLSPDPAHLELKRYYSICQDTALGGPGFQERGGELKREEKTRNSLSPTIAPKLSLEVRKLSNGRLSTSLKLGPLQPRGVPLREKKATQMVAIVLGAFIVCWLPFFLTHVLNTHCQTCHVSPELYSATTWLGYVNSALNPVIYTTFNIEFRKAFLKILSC
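Cells plated overnight at 1500 cells/well, then exposed to library compounds with dopamine controls for 90 minutes at 37 degrees C. DiscoveRx reagent added for 30–60 minutes at room temperature; luminescence read, quantitative HTS format.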
KB-V1 cytotox = kills drug-selected multidrug resistant KB-V1 cells | KB-V1 MDR cells viability, CellTiter-Glo, 72 h | Potency, µM (titrated, usually from 46.1 µM), without a hit: top-dose activity change, negative = cytotoxicity, actives largely listed as cytotoxic | 3.4% of 400,000 active; also: potency is read from the fitted curve at half-maximal effect; % is scaled to controls: 0 for no effect and ±100 for the full control effect; nearly all actives have a fitted effect of over 60% in size
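Potencies derive from concentration-effect curves fitted to normalized luminescence (CellTiter-Glo) of KB-V1 cells treated for 72 h at 37 degrees C in phenol-red-free DMEM containing 10% FBS.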
KB-3-1 tox = kills parental KB-3-1 adenocarcinoma cells. KB-3-1 viability, CellTiter-Glo ATP luminescence, 72 h. Potency, µM (doses to about 46.1 µM), without a hit: top-dose activity change, negative = cytotoxic, hits mostly cytotoxic. 1.4% of 400,000 active; also: potency is read from the fitted curve at half-maximal effect; % is scaled to controls: 0 for no effect and ±100 for the full control effect; nearly all actives have a fitted effect of over 60% in size
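Parental KB-3-1 adenocarcinoma cells in phenol-red-free DMEM with 10% FBS were pin-treated with compounds at several concentrations, incubated 72 h at 37 °C, and viability read by CellTiter-Glo luminescence; concentration-effect curves were fitted after normalization.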
HT1080 IDH1KD tx = kills HT-1080 cells with IDH1 knockdown; 2% of 360,000 active; Potency, µM (highest dose often 46.1 µM), for the others: at the top dose activity, negative = toxicity, hits mostly cytotoxic; HT-1080 IDH1 knockdown viability, ATP luminescence, 48 h;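 also: potency is read from the fitted curve at half-maximal effect; 0% = DMSO wells and -100% = cell-free medium wells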
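IDH1KD HT-1080 cells, 750/well, RPMI + 5% FBS; compound pinned after 2 h settling; 48 h, 37 °C; CellTiter-Glo luminescence; % activity normalised to DMSO and no-cell wells; curves fitted, classed by r2 and efficacy.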
GLP1R ag = agonists of human GLP-1 receptor; Potency, µM (titrated, usually from 45.6 µM), for the others: at the top dose activation, actives largely listed as activators; 0.007% of 380,000 active; P43220; HEK293 GLP-1R CRE-luciferase, luminescence, 4-6 h; cells express a hypersensitive GLP-1R form; also: potency is read from the fitted curve at half-maximal effect; % of control where 0% means no effect
Target sequence (P43220 whole entry, looked up): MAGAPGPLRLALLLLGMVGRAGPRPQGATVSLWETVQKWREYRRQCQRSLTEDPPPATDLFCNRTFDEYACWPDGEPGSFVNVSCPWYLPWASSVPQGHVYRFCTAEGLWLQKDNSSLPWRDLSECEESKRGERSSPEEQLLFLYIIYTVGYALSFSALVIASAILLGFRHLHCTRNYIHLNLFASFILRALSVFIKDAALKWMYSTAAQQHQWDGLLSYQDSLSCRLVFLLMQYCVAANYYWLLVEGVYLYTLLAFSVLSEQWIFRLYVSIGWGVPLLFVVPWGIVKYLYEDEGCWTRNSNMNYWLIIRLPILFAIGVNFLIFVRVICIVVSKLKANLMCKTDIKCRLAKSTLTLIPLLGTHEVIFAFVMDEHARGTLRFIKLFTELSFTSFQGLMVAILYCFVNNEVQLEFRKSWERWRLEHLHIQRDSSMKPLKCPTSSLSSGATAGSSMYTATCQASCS
DRD3 agonist = agonists of human D3 dopamine receptor; P35462; D3R DiscoveRx beta-arrestin cells, luminescence, 90 min; max activation, %; 0.58% of 410,000 active; in the data active = max activation above about 30%; also: 0% is about no effect; mostly tested at two doses, the higher about 12 µM
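Agonist-mode cell screen: cells plated at 1500/well and incubated overnight at 37 °C, then exposed to library compounds for 90 min at 37 °C. Detection reagent was added for 30–60 min at room temperature, and luminescence was read.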
HT1080NT lethal = kills 2HG-producing HT-1080-NT fibrosarcoma cells | Potency, µM (series often up to 46.1 µM), without a hit: at the top dose activity, negative = less viability, hits mostly cytotoxic | 1.6% of 360,000 active | HT-1080-NT fibrosarcoma viability, CellTiter-Glo ATP luminescence, 48 h | AID 686970;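 also: NT is the 2HG producing partner of a matched IDH1 knockdown line; potency is read from the fitted curve at half-maximal effect; 0% = DMSO-treated cells and -100% = media-only wells without cells; nearly all actives have a fitted effect of over 55% in size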
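Read-out is CellTiter-Glo luminescence after 10 minutes at room temperature, following 48 hours' compound treatment of HT-1080-NT cells (750 cells/well, RPMI, 5% FBS, 37 degrees C).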
SW480 rereplic = DNA re-replication induction in SW480 cells; SW480 DNA re-replication, Hoechst DNA content imaging, 48 h; Potency, µM (titrated, usually from 46.1 µM), inactives show at the highest dose re-replication activation, most hits filed as activators; 1.8% of 340,000 active; also: potency is read from the fitted curve at half-maximal effect; % of control where 0% means no effect; nearly all actives have a fitted effect of over 55% in size
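Image-based read-out: total Hoechst fluorescence of nuclei (405 nm excitation, 500-530 nm emission), with hits raising the fraction of high-intensity nuclei. SW480 colon cells incubated 48 hr with compounds at 37 C.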
IL-1B inflam inh = inflammasome signaling inhibition, IL-1 beta readout; THP-1 LPS/ATP IL-1B secretion, AlphaLISA, 16 h; active compounds read low; activity change, % at 57.5 µM; 4.7% of 360,000 active; AID 743279; in the data active = activity change below about -50%; inconclusive = mostly about -30% to -49%; also: % is scaled to controls: 0 for no effect and ±100 for the full control effect
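Secreted IL-1B measured by AlphaLISA bead assay after 16 h compound exposure of THP-1 cells; compounds (final up to 57.5 uM) added 1 h before LPS (250 ng/mL) and ATP (1.25 mM) stimulation; lower signal means less secretion.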
Active calls of the source: *; ? = inconclusive; . = no result given. Unless noted, calls follow the shape of the dose curve; as a rule, active = well fitted curve in the direction sought with a large enough effect; inconclusive = small, poorly fitted or top-dose-only effect, or another doubt; inactive = no such curve, though single readings can be large; an effect the other way counts as inactive or inconclusive.

entry	smiles	D3 antag	KB-V1 cytotox	KB-3-1 tox	HT1080 IDH1KD tx	GLP1R ag	DRD3 agonist	HT1080NT lethal	SW480 rereplic	IL-1B inflam inh
1	CCOc1ccccc1CN1C(=O)c2ccccc2C1C(=O)NC(C)CC (centres undefined)	-19	-16%	1%	2%	-4%	1	3%	-1%	-16
2	C/C(=N/n1cnnc1)c1cccnc1	53	-19%	2%	7%	6%	-10	10%	-1%	-15
3	CCN1CCN(C(=O)c2cc3cc(Cl)ccc3[nH]2)CC1	22	-3%	6%	-16%	9%	-4	-4%	-6%	-10
4	C[C@@H]1CN([C@H](C)CO)C(=O)CCCn2cc(nn2)CO[C@H]1CN(C)C(=O)Nc1ccccc1C(F)(F)F	-14	9%	0%	11%	-1%	-3	-4%	.	9
5	CCOC(=O)c1c(-c2ccccc2)csc1NC(=O)CSc1nc(C)cc(C)n1	42	-25%	-1%	-13%	4%	6	-9%	0%	-22
6	O=C(Oc1ccc(OC(=O)c2ccco2)c(S(=O)(=O)c2ccc(Cl)cc2)c1)c1ccco1	-3	?	-21%	-1%	-16%	3	-6%	-2%	-8
7	CCOc1cc(/C=N/N=C/c2ccc(O)c(OCC)c2)ccc1O	-2	0%	25%	3%	15%	21	-1%	-8%	35
8	COc1ccc([N+](=O)[O-])cc1N(CC(O)CN(C)C)S(=O)(=O)c1ccc(C)cc1 (centres undefined)	16	-3%	0%	3%	-1%	1	-11%	-19%	4
9	CC(=O)NCCNc1nc2c(-c3ccccc3)nnn2c2ccccc12	18	-10%	-2%	-12%	-1%	1	-8%	-9%	28
10	COc1ccc(-c2noc(CCCC(=O)NC3CCCCC3)n2)cc1OC	-11	?	-14%	-8%	3%	-26	-13%	0%	19
11	Cc1ccc(NC(=O)CS(=O)CC(=O)N(C(C)C(=O)NC2CCCCC2)C(C)(C)C)cc1 (centres undefined)	-6	-10%	-1%	0%	0%	-2	1%	-2%	-2
12	CC(C)n1nc(C(=O)Nc2nnc(C3CC3)s2)c2ccccc2c1=O	5	-7%	3%	4%	8%	2	1%	1%	-11
13	CC(=O)Nc1ccc(N/C=C/C(=O)C(C)(C)C)cc1	20	-6%	8%	-11%	-5%	-1	-5%	-3%	35
14	CCn1cc(Br)c(-c2nc3ccccc3c(=O)n2N)n1	8	?	-15%	-1%	-12%	3	9%	-10%	-3
15	COc1ccc(C(=O)N/N=C/c2ccccc2C(=O)O)cc1OC	-26	-13%	0%	14%	-3%	-12	12%	0%	0
16	Cc1ccc(N2CCN(C(=O)C3CCN(S(=O)(=O)c4ccc5c(c4)oc(=O)n5C)CC3)CC2C)cc1 (centres undefined)	.	?	-9%	.	1%	-7	.	.	.
17	Cc1nn(Cc2ccccc2)c(C)c1/C=N/NC(=O)c1ccncc1	-9	0%	-18%	-5%	5%	3	-8%	?	20
18	CCN1CCc2nc(NC(=O)Cc3ccc4c(c3)OCCO4)sc2C1	-16	7%	10%	-10%	2%	-3	-5%	-2%	-5
19	CN(C)S(=O)(=O)N(CC(=O)Nc1ccc(C(F)(F)F)cc1)c1ccccc1	.	0%	1%	.	-2%	1	.	.	.
20	CCN(CC)S(=O)(=O)c1ccc(/C=C/C(=O)OCC(=O)NCc2cccs2)cc1	-10	20%	0%	-14%	3%	-5	-4%	1%	11
21	O=[N+]([O-])c1ccc(Oc2ccc(-c3nnco3)cc2)c(Cl)c1	-19	4%	-6%	-13%	15%	0	-3%	-7%	-1
22	Cc1ccc(OCc2nnc(SCC(=O)Nc3nccs3)n2-c2ccccc2)cc1C	0	-1%	-17%	10%	14%	-10	11%	0%	3
23	COc1ccc(N(/N=C2\Sc3ccccc3C2=O)C(C)=O)cc1	?	-4%	11%	8%	7%	-13	10%	-23%	-6
24	CCCCN(Cc1ccco1)C(=O)c1cc2c(=O)[nH]c3ccc(C)cc3c2s1	20	-16%	-20%	-16%	2%	6	-2%	?	67
25	Cc1oc2ccc(OCc3ccc(Br)cc3)cc2c1C(=O)O	21	0%	0%	1%	12%	4	4%	-3%	11
26	CN(C)CCN1C(=O)CCC2(C)C1=CCC1C2CCC2(C)C1CCC2(C)O (centres undefined)	-19	16%	0%	0%	-4%	-10	-3%	-7%	3
27	CC(=O)C1=C(C)N(Cc2ccccc2)C(=O)N[C@@H]1c1cccc(C(F)(F)F)c1	15	-6%	-2%	0%	15%	7	-21%	3%	1
28	COC(=O)c1ccc(N(CC(=O)NC2CCCC2)C(=O)CNC(=O)c2cccs2)cc1	-29	2%	19%	20%	10%	-30	15%	-25%	-19
29	COc1ccc(CNC(=S)N/N=C/c2ccc(O)c(OC)c2)cc1	-25	-15%	-1%	?	24%	-6	-4%	-7%	5
30	CCOC(=O)Nc1nnc(Cc2ccc(Cl)c(Cl)c2)s1	-12	0%	?	?	19%	-10	-33%	?	14
31	CCOC(=O)N/N=C1\CC(C)S(=O)(=O)c2ccc(Cl)cc21 (centres undefined)	-4	0%	8%	8%	12%	0	12%	-9%	6
32	C[C@@H]1CN([C@@H](C)CO)C(=O)CCCn2nncc2CO[C@H]1CN(C)C(=O)C1CCCCC1	-13	-14%	-1%	4%	5%	-4	1%	.	5
33	COc1ccc(Cl)cc1NC(=O)CSc1nc2sccc2c(=O)[nH]1	6	-3%	6%	-1%	10%	8	-3%	-5%	54
34	O=S1(=O)CC(N2CCSCC2)CN1Cc1cn(Cc2cccc(Cl)c2)nn1 (centres undefined)	26	12%	12%	1%	-3%	3	19%	.	-26
35	COc1cc(S(=O)(=O)N2CCCCC2)c(OC)cc1Br	-6	-19%	-4%	0%	18%	4	7%	-13%	-19
36	CSc1ccc(S(=O)(=O)N2CCC(C(=O)NC3CC3)CC2)cc1	1	17%	0%	-13%	-1%	-6	-1%	-6%	9
37	COCCn1nnnc1C(c1ccccc1)N1CCN(C)CC1 (centres undefined)	38	5%	-19%	13%	-3%	-3	14%	-5%	14
38	CC(=O)Nc1ccccc1OC(C)C(=O)N1CC(C)CC(C)C1 (centres undefined)	47	-9%	7%	18%	9%	-2	3%	-6%	7
39	Cc1cccc(-c2nnn3c2nc(NCc2ccccc2)c2ccccc23)c1	.	0%	-5%	.	0%	4	.	.	.
40	COc1ccc(NC(=O)NC2CCCc3ccccc32)cc1 (centres undefined)	-10	0%	?	?	-3%	-2	?	?	17
41	COC(=O)Cn1c(O)c(N=NC(=O)CNC(=O)COc2cccc(C)c2)c2ccccc21	3	0%	1%	0%	1%	3	1%	0%	26
42	COc1ccc(C(OC(=O)c2ccco2)C(=O)NCc2ccc(C)cc2)cc1 (centres undefined)	19	-2%	8%	16%	3%	10	14%	0%	24
43	C[C@@H]1C=C[C@](Cc2ccccc2)(C(=O)NCCc2c[nH]c3ccccc23)N1C(=O)c1ccccc1	23	-20%	0%	6%	2%	1	4%	5%	-15
44	Cc1c(NC(=O)c2ccc(COc3ccc4ccccc4c3)o2)c(=O)n(-c2ccccc2)n1C	18	7.3µM*	21µM*	2%	9%	2	0%	-1%	-14
45	Cc1cc(C(=O)OC(C)C(=O)Nc2cccc(S(=O)(=O)N3CCOCC3)c2)c(C)o1 (centres undefined)	-10	10%	-7%	?	1%	2	-13%	-3%	-14
46	CCOC(=O)N1CCN(CCC(=O)Nc2ccc(Br)c(C)c2)CC1	5	18µM*	?	-9%	5%	-4	-5%	-7%	-6
47	CSc1nc2n(n1)C(c1cc(Br)ccc1F)C(C(=O)N(C)C)=C(C)N2 (centres undefined)	-70*	?	22%	1%	-7%	2	8%	0%	1
48	CCOC(=O)NC(Nc1nnc(SCC)s1)(C(F)(F)F)C(F)(F)F	32	-2%	-18%	5%	5%	-4	-1%	-1%	21
49	Nc1ccc(C(=O)OCCc2ccccc2)cc1	-26	?	-22%	-11%	2%	-28	-4%	-1%	-18
50	COc1ccccc1-c1nc2s/c(=C\c3cccs3)c(=O)n2n1	-25	18%	-4%	-28%	4%	5	-2%	-2%	33

Carrying on:
entry	smiles	D3 antag	KB-V1 cytotox	KB-3-1 tox	HT1080 IDH1KD tx	GLP1R ag	DRD3 agonist	HT1080NT lethal	SW480 rereplic	IL-1B inflam inh
51	COc1ccccc1NC(=O)C1=C(C)Nc2nc3ccccc3n2C1c1cccc(Br)c1 (centres undefined)	.	-9%	1%	.	-5%	6	.	.	.
52	Cc1nc2ccccc2c(=O)n1NC(=O)c1cc(Br)ccc1Cl	2	-1%	1%	1%	-1%	1	1%	-1%	-1
53	COCCn1c(SCC(=O)N2CC(=O)Nc3ccccc32)nnc1-c1ccoc1C	9	0%	13%	17%	-9%	-1	13%	3%	48
54	Cc1ccc(C(=O)N/C(=C/c2ccco2)C(=O)N2CCCCCC2)cc1	-21	?	0%	4%	15%	-6	7%	8%	-20
55	CCOc1ccccc1C1NC(=O)NC(C)=C1C(=O)OCc1ccco1 (centres undefined)	-28	-6%	-4%	5%	5%	4	-1%	-2%	-9
56	OCCOc1ccc(CN2CCN(CCCc3ccccc3)C(CCO)C2)cc1 (centres undefined)	-2	-7%	-6%	-4%	-2%	-12	-11%	0%	0

Compounds were not picked by outcome; 12% or so of the library scored in one or more.
